CHT block: inhibitors of human choline transporter CHT | CHT-expressing cells, membrane potential dye, choline response; hits give low values | AID 488975 | B-score at 10 µM | Q9GZV3 | 310,000 tested, 0.86% active;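 active = B-score over 3 SD under the library average, and starting fluorescence ratio not unusually high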;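 note: choline stimulus applied at its EC90 after an EC20 pre-addition; B-score computed on integrated fluorescence ratio after choline addition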
Target sequence (Q9GZV3 whole entry, looked up): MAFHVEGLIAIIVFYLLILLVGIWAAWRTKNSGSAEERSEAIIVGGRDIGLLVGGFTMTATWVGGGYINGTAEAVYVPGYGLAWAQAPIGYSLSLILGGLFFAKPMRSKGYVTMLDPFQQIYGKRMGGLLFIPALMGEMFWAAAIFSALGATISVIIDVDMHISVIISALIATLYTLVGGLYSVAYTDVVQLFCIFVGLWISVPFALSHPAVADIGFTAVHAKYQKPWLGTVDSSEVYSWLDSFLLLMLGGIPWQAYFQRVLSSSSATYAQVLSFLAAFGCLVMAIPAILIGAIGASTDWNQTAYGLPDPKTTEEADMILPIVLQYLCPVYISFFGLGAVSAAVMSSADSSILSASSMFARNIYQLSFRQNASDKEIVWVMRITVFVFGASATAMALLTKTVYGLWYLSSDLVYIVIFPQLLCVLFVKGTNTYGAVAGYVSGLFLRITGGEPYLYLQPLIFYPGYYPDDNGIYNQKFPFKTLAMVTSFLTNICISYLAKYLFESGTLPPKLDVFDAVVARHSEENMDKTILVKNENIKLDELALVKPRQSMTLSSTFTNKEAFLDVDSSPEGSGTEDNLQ
CHT allo act: allosterically activates the human high affinity choline transporter; B-score at 10 µM; AID 488977; CHT-expressing cells, membrane potential dye, choline EC20; hits give high values; LV-AA mutant CHT in HEK293 cells; 310,000 tested, 0.49% active; Q9GZV3;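 active = initial fluorescence not abnormally high and integrated response B-score, plate-corrected, over 3 SD above library mean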
Numbers without * were called inactive; i = inactive.

Fields: CHT block	CHT allo act
Cc1cc(C)cc(N(C(=O)CNC(=O)c2ccco2)C(C(=O)NC2CCCCC2)c2cccnc2)c1 (stereo not given)
→ i	i
Cc1nc(SCC(=O)N2CC(C)OC(C)C2)nc(C)c1C (stereo not given)
→ i	i
CC1COC(C)(CC(=O)NN2C(=O)c3ccccc3C2=O)O1 (stereo not given)
→ i	i
CCOC(=O)Nc1sc2nc(C)cc(C)c2c1-n1cccc1
→ i	i
Cc1ccc(-n2cc(CN(C)Cc3nccn3C)c(-c3cccc(C)c3)n2)cc1
→ i	i
Cc1ccccc1CNC(=O)/C=C\C(=O)O
→ i	i
O=C(OCc1ccccc1)/C(=C/c1cccc([N+](=O)[O-])c1)NC(=O)c1ccco1
→ i	i
COc1cc(CC(=O)OCC(=O)Nc2cc([N+](=O)[O-])ccc2Cl)cc(OC)c1OC
→ i	i
Cc1nnc(Nc2ccc(C(=O)NCCO)cc2)c2ccccc12
→ i	i
CCOc1ccc(NC(=O)N(CCN2CCOCC2)Cc2ccc3c(c2)CCCN3CC)cc1
→ i	i
O=C(NCc1ccc2c(c1)OCO2)C1CC(=O)N(c2ccc(Cl)cc2)C1 (stereo not given)
→ i	i
COc1ccc(CCN(C)C(=O)/C=C/c2c(Cl)nc3ccccn23)cc1OC
→ i	i
Cc1ccc(-c2csc(NC(=O)C[n+]3cc(-c4ccccc4)n4c3CCC4)n2)cc1
→ i	i
C[C@H](NC(=O)CCCn1nnc2ccccc2c1=O)C(=O)O
→ i	i
O=C(CN1CC(=O)Oc2ccccc21)OCC(=O)c1cccc(Br)c1
→ i	i
Cc1ncn(-c2ccccc2)c1-c1ccccc1
→ i	i
Cc1ccc(OCC(=O)NNC(=O)CSc2ncc(C#N)c(N)n2)cc1
→ i	i
CCOC(=O)c1c(C)[nH]c(C)c1S(=O)(=O)N(C)CC(=O)Nc1ccccc1C
→ i	i
CCOC(=O)c1ccccc1OCc1cc(/C=N/n2cncn2)ccc1OC
→ i	i
COC(=O)c1c(NC(=O)CSc2nccn2C)sc(C)c1C
→ i	i
CCOc1ccccc1NC(=O)COC(=O)COc1c(Cl)cc(Cl)c2ccc(C)nc12
→ i	i
COc1ccccc1C(C)NCC(=O)NCc1ccc(C)cc1 (stereo not given)
→ i	i
C/C(N)=C(/C#N)C(=O)COC(=O)c1cc(-c2ccc(C)cc2)nc2ccccc12
→ i	i
COc1ccc(S(=O)(=O)NCCCN2CCCC2=O)cc1OC
→ i	i
CCN(CC)S(=O)(=O)c1cc(NC(=O)COC(=O)c2ccc(NC(=O)CC#N)cc2)ccc1C
→ i	i
O=C(NCCc1ccccc1)c1nccc2ccccc12
→ i	i
O=C(CN1CCOCC1)n1c2c(c3ccccc31)CCCC2
→ i	i
NC(=O)C1(N2CCCCC2)CCN(C(=S)Nc2cc(F)cc(F)c2)CC1
→ i	i
NC(=O)CC(NC(=O)c1cccc(Br)c1)c1ccc(NC2CCC2)c([N+](=O)[O-])c1 (stereo not given)
→ i	i
Cc1ccc[n+](CC(=O)Nc2ccc([N+](=O)[O-])cc2Cl)c1
→ i	i
CSC1=C(C#N)C(=O)NC(c2ccc(Cl)cc2)S1 (stereo not given)
→ i	i
CCN1CCN(CCCNC(=O)C2c3ccccc3C(=O)N(c3ccc(OC)cc3)C2c2ccc(OC)cc2)CC1 (stereo not given)
→ i	i
CSCCC(NS(=O)(=O)c1ccc(C)cc1)C(=O)NNC(=O)c1csc(N2CCOCC2)n1 (stereo not given)
→ i	i
C/C(=N\NC(=O)c1ccc(N/N=C(\C)c2ccc(O)cc2)cc1)c1ccc(O)cc1
→ i	i
CCCOc1ccc(C(=O)Nc2ccc(CN3CCOCC3)cc2)cc1
→ i	i
Cc1c(C(=O)NCc2ccccc2)cnn1-c1ccccc1
→ i	i
COC(=O)c1[nH]c2ccccc2c1NS(=O)(=O)c1ccc(OC)cc1OC
→ i	i
COc1cc2[nH]c(=S)n(C3CCCC3)c(=O)c2cc1OC
→ i	i
COc1ccc(CN2C3CCC2CC(NC(=O)c2cccc(F)c2)C3)cc1 (stereo not given)
→ i	i
COc1cc(C(=O)Nc2scc(-c3ccc(Br)cc3)c2C(=O)O)cc(OC)c1OC
→ i	i
O=C(Nc1ccc(O)c(C(=O)O)c1)Oc1ccccc1
→ i	i
O=C(NCCCN1CCCCCC1)c1ccc2c(c1)NC(=O)C(N1CCOCC1)S2 (stereo not given)
→ i	i
CN1CCc2nc(SCC(=O)Nc3cccc(F)c3)c(C#N)c(-c3cccs3)c2C1
→ i	i
CCCCn1c(N)c(N(CCC(C)C)C(=O)C2=COCCO2)c(=O)[nH]c1=O
→ i	i
Cc1ccccc1N1CCN(Cc2ccc([N+](=O)[O-])o2)CC1
→ i	i
O=C(NCc1n[nH]c(=S)n1-c1ccc(F)cc1)c1ccc(S(=O)(=O)N2CCCC2)cc1
→ i	i
O=C(Cc1ccccc1)Nc1nonc1NC(=O)c1ccccc1
→ i	i
COc1c(O)ccc(/C=C(\C#N)c2nc3ccccc3[nH]2)c1[N+](=O)[O-]
→ i	i
COCCNC(=O)c1cc2c(-c3ccc(Cl)cc3)nn(C)c2s1
→ i	i
CC(C)OCCCNC(=O)c1cc(S(=O)(=O)N2CCc3ccccc32)cn1C
→ i	i
CCOc1cc(N2CCOCC2)c(OCC)cc1NC(=O)COC(=O)COc1cc(C)cc(C)c1
→ i	i
Cc1cccc(-c2nc3ccccc3c(=O)n2NC(=O)Cc2ccc(Cl)cc2)c1
→ i	i
CN1CCN(/N=C/c2cccc(Cl)c2Cl)CC1
→ i	i
COc1cc(/C=N/NS(=O)(=O)c2ccc3ccccc3c2)ccc1OCCN1CCOCC1
→ i	i
O=C(NCCNC(=O)c1ccco1)c1cccc(F)c1
→ i	i
O=C(NC(=S)Nc1ccccc1[N+](=O)[O-])c1cncc(Br)c1
→ i	i
COc1ccc(C(=O)NCCS(=O)(=O)N2CCc3ccccc3C2)cc1
→ i	i
c1csc(-c2noc(COc3ccc4c(c3)CCCC4)n2)c1
→ i	i
CCOC(=O)C1=C(CC)OC(N)=C(C#N)C1c1ccc(OC)c(C)c1OC (stereo not given)
→ i	i
Cc1cccn2c(NC(=O)c3ccccc3F)c(-c3ccccc3)nc12
→ i	i

(next part)
Fields: CHT block	CHT allo act
CCOC(=O)c1cnc2c(c(C)nn2C)c1Oc1cc(Cl)cc(Cl)c1
→ i	i
O=C(N/N=C\c1ccoc1)c1ccco1
→ i	i
CCOC(=O)C1CCN(C(=O)Cc2c(C(=O)O)n(C)c3ccccc23)CC1
→ i	i
CCN(c1ccc(OC)cc1)S(=O)(=O)c1ccc2c(c1)CC(C)N2C(=O)C1CC1 (stereo not given)
→ i	i
CC(=O)[C@H]1CC[C@H]2[C@@H]3C=CC4=CC(=O)CC[C@@]4(C)[C@@H]3CC[C@]12C
→ i	i
CCC(C)C(=O)Nc1c2c(nc3c1CCC3)CCCC2 (stereo not given)
→ i	i
Cc1c(C(=O)NCc2n[nH]c(=S)n2-c2ccc(F)cc2)cccc1[N+](=O)[O-]
→ i	i
Cc1ccc(-n2cccn2)cc1
→ i	i
N#C/C(=C\c1cccs1)Sc1nc2ccccc2s1
→ i	i
CCOC(=O)c1ccc(NC(=O)Oc2ccccc2)cc1
→ i	i
COc1ccc(C(=O)O)cc1N1C(=O)Nc2ccccc2N1O
→ i	i
COc1ccc(-c2nc[nH]c2[N+](=O)[O-])cc1
→ i	i
Cc1ccc(Sc2ncccc2/C=N/O)cc1
→ i	i
Cc1cc(NC(=O)c2ccccc2Cl)ccc1NC(=O)c1ccccc1Cl
→ i	i
CN(CCC#N)C(=O)CSc1ncnc2sc(-c3ccccc3)cc12
→ i	i

Shown with each value named: part of the list above.
c1csc(-c2noc(COc3ccc4c(c3)CCCC4)n2)c1
  CHT block: i
  CHT allo act: i

CCOC(=O)C1=C(CC)OC(N)=C(C#N)C1c1ccc(OC)c(C)c1OC (stereo not given)
  CHT block: i
  CHT allo act: i

Cc1cccn2c(NC(=O)c3ccccc3F)c(-c3ccccc3)nc12
  CHT block: i
  CHT allo act: i

CCOC(=O)c1cnc2c(c(C)nn2C)c1Oc1cc(Cl)cc(Cl)c1
  CHT block: i
  CHT allo act: i

The list continues.
Fields: CHT block	CHT allo act
COc1ccc(NC(=O)C2CC(=O)NC3=C2C(=O)CC(C)(C)C3)cc1 (stereo not given)
→ i	i
CC1=C(C(=O)NCc2ccccc2)C(c2cccs2)NC(=S)N1 (stereo not given)
→ i	i
CCCCCCCCCCC(=O)Nc1cccnc1
→ i	i
c1cncc(-c2nnc(SCc3cccc4ccccc34)o2)c1
→ i	i
CCCCN(C(=O)COC(=O)COc1c(C)cc(C)cc1C)c1c(N)n(CCC)c(=O)[nH]c1=O
→ i	i
CC1Cc2ccccc2N1CC(=O)Nc1ccc2c(c1)OCO2 (stereo not given)
→ i	i
CCc1noc(C)c1C(=O)NCCc1ccc(F)cc1
→ i	i
COc1cccc(COc2ccc(N(C)S(=O)(=O)c3ccccc3)cc2)c1
→ i	i
Cc1ccc(NS(=O)(=O)c2cc(C(=O)O)ccc2Cl)cc1
→ i	i
O=C(Oc1cccc(NC(=O)c2ccco2)c1)c1cccc(S(=O)(=O)N2CCCC2)c1
→ i	i
c1ccc(-c2csc(-c3cccnc3)n2)cc1
→ i	i
CC(Sc1nc2ccccc2s1)C(=O)Nc1nnc(C(C)C)s1 (stereo not given)
→ -5.32*	i
CC(=O)Nc1nc2nc(-c3ccccc3)cc(-c3ccccc3)n2n1
→ i	i
CC1Nc2ncnc(N3CCN(c4ccccc4)CC3)c2N(Cc2ccc(Br)cc2)C1=O (stereo not given)
→ i	i
O=C(Cn1nc(C(=O)O)c2ccccc2c1=O)Nc1cc(Cl)cc(Cl)c1
→ i	i
O=C(COC(=O)c1ccco1)Nc1ccc2c(c1)OCO2
→ i	i
CC(=O)N1CCSc2ccc(S(=O)(=O)NCCc3cccc(C)c3)cc21
→ i	i
Cc1c(C(=O)Oc2cc(N)n(S(C)(=O)=O)n2)cccc1[N+](=O)[O-]
→ i	i
Cc1ccc2cc(CN(Cc3ccccc3)Cc3nnnn3C3CCCC3)c(=O)[nH]c2c1
→ i	i
Cc1occc1C(=O)Nc1ccc([N+](=O)[O-])cc1Br
→ i	i
CC/C(C)=N/NC(=O)c1[nH]c2ccc(C)cc2c1-c1ccccc1
→ i	i
O=c1[nH]c(SCc2cccc(F)c2)nc2ccccc12
→ i	i
Cc1cc(NS(=O)(=O)c2c(C)[nH]c(=O)[nH]c2=O)ccc1Br
→ i	i
NC(=O)CC1(CC(=O)O)CCCCC1
→ i	i
CCOc1cc(/C=N/n2cnnc2)ccc1OS(=O)(=O)c1ccc(C)cc1
→ i	i
OCC1(Cc2ccccc2C(F)(F)F)CCN(Cc2ccc3c(c2)CCO3)CC1
→ i	i
CN(CC(=O)N1CCCCC1)S(=O)(=O)c1cccc2cccnc12
→ i	i
O=Cc1c(NCc2ccc(Cl)cc2)c2ccccc2[nH]c1=O
→ i	i
COc1ccc(C)c2sc(=NC(=O)C(C)C)n(C)c12
→ i	i
Cc1ccc2nc(/C(C#N)=C\c3ccc(Oc4ccc(C(F)(F)F)cc4[N+](=O)[O-])cc3)[nH]c2c1
→ i	i
O=C(Nc1cccc(F)c1)N1CCN(C(=O)c2ccco2)CC1
→ i	i
CCC1CCCCN1S(=O)(=O)c1ccc(C(=O)Nc2nnc(-c3cccs3)o2)cc1 (stereo not given)
→ i	i
Clc1cccc(Cl)c1Cn1cc(Br)cn1
→ i	i
COC(=O)C(C(=O)Nc1ccccc1C)C1CCCC1 (stereo not given)
→ i	i
CCCCN1CCc2c([nH]c3ccccc23)C1=O
→ i	i
CCOc1cc(C(=O)NC(C)COC)cc(OCC)c1OCC (stereo not given)
→ i	i
Cc1cccc(OCC(=O)NNC(=O)c2cc3ccccc3oc2=O)c1
→ i	i
O=C(NCCNC(=O)c1ccco1)c1ccco1
→ i	i
O=C(Nc1nc2ccc(S(=O)(=O)N3CCCC3)cc2s1)c1ccco1
→ i	i
Cc1occc1C(=O)N/N=C/c1cccnc1
→ i	i
O=C(NCC(c1ccco1)N1CCN(c2ccc(F)cc2)CC1)C(=O)NC1CCCC1 (stereo not given)
→ i	i
CN1CCN(c2nc3c(c(=O)n(C)c(=O)n3C)n2Cc2cccc(Br)c2)CC1
→ i	i
Nn1c(SCC(=O)NNC(=O)c2ccccc2)nnc1-c1ccccc1F
→ i	i
Cc1ccc(OCCOc2ccc(Br)cc2/C=N\NC(N)=O)cc1
→ i	i
COc1ccc(CC(=O)Nc2ccc(S(=O)(=O)Nc3nc(C)cc(C)n3)cc2)cc1
→ i	i
Cc1ccc2nc(/C(C#N)=C\c3ccc(N4CCOCC4)o3)[nH]c2c1
→ i	i
Cc1cccc(Sc2ccc([N+](=O)[O-])cc2[N+](=O)[O-])n1
→ i	i
COc1ccc(CN2CCN(C(=O)CCC(=O)Nc3nnc(C4CCCCC4)s3)CC2)cc1F
→ i	i
CCOc1ccc(NC(=O)NN2C(C)CCCC2C)cc1 (stereo not given)
→ i	i
CCN(CC)c1ccc(NC(=O)c2cccc(C)c2)cc1S(=O)(=O)Nc1ccccc1OC
→ i	i
CC1CN(C(=O)c2cc3c(=O)n4ccccc4nc3n2C)CC(C)O1 (stereo not given)
→ i	i
C=CCN(C(=O)CSC1=NC(=O)CN1C(C)=O)c1nc(C)c(-c2ccccc2)s1
→ i	i
COc1ccc(OC)c(/C=N/NC(=O)c2cc[n+](Cc3ccccc3)cc2)c1
→ i	i
O=C(Cn1ccc([N+](=O)[O-])n1)Nc1nccs1
→ i	i

Assay outcomes deposited in PubChem BioAssay by Johns Hopkins Ion Channel Center.
